# RAD52 anneal inh = inhibitors of human RAD52 DNA annealing; AID 651710; recombinant RAD52 DNA annealing, FRET fluorescence; P43351; hit rate 0.46% among 360,000; inhibition, % at 18.7 µM;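 active means every replicate showing at least 50% inhibition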
# Target sequence (P43351 whole entry, looked up): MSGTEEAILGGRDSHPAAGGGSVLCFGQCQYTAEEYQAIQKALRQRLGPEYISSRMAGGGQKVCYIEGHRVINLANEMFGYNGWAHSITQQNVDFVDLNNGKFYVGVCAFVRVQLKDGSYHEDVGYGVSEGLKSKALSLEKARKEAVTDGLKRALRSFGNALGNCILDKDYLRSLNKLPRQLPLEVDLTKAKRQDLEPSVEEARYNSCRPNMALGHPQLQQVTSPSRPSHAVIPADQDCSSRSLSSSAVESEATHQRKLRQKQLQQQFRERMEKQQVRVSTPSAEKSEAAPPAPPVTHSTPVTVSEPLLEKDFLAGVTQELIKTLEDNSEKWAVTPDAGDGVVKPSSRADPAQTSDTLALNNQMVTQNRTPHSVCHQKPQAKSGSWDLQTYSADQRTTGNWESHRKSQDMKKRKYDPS
# GSIS activator = GLuc luminescence reporter in INS-1E cells, primary screen for activators of glucose-dependent secretion of insulin; INS-1E GLuc reporter insulin secretion, 2-3 h; activation, % at 16.6 µM; hit rate 0.61% among 370,000;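 active means lowest replicate activation of at least 40%, so every replicate reaches that level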;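 further: 0% = median of neutral control wells and 100% = median of IBMX positive control wells; some compounds called inactive have numbers as strong as hits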
# XiGFP reactiv = activators of X-chromosome reactivation in mouse fibroblasts; XiGFP mouse fibroblasts, % GFP-positive cells imaging, 3 d; cells co-treated with 5-aza-dC sensitizer; scaled so ellipticine positive control = 100%; activation, % at 7.58 µM; hit rate 0.055% among 360,000; AID 743238;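 active means mean normalized replicate activation at least 10% and every replicate at or above 10%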;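 further: 0% = median of on-plate neutral control wells and 100% = ellipticine 6 µM median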
#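 Assay system – SV40-immortalized XiGFP fibroblast cells, line 68-5-11 · Buffer or medium – DMEM supplemented with 5-aza-dC as sensitizing agent · Dosing – one concentration, pinned · Benchmarks – positive control ellipticine, 6 µM final · Times – 3 days compound exposure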
# ARNT TACC3 PPI = disruptors of human ARNT/TACC3 interaction; hit rate 0.66% among 390,000; AlphaScreen His-ARNT PAS-B/GST-TACC3 binding, luminescence; TACC3 fragment carries E629A point mutation; inhibition, % at 9.99 µM;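 active means mean inhibition of replicates at least 50% and at least half of replicates each reaching 50%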;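 further: 0% = complete ARNT plus TACC3 wells and 100% = ARNT alone without TACC3; many hits fall short of the cut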
# ERAP1 HTS inh = blocks human ERAP1 aminopeptidase activity | Q9NZ08 | recombinant ERAP1, Leu-AMC fluorescence, 60 min | inhibition, % at 10.7 µM | hit rate 0.15% among 340,000 | AID 652197;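 active means mean replicate inhibition of at least 30%, or all replicates individually reaching that 30% level; inactive means mean below 30% and not every replicate reaching it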;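 further: 0% = neutral control wells and 100% = L-leucinethiol positive control wells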
# esBAF inh = inhibitors of esBAF chromatin remodeling in mouse ES cells; AID 602393; reporter increase, % at 12.5 µM; hit rate 2% among 350,000; Bmi1-luciferase knock-in reporter, 24 h; 100% = twice the neutral-well signal; in the data active means activation above about 40%;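 further: 0% = median of the plate's neutral control wells and 100% = double that signal; a rise in the Bmi1 reporter signal indicates esBAF inhibition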
# RAD54 branch = inhibitors of human RAD54 branch migration | inhibition, % at 10.4 µM | hit rate 0.14% among 360,000 | RAD54 Holliday junction branch migration, FAM/BHQ fluorescence | Q92698;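 active means mean normalized replicate activity at least 40 and at least half of replicates scoring 40 or more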;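 further: 0% = median of neutral control wells and 100% = median of positive control wells; inhibitors cause a drop in the FAM fluorescence signal; in these data hits start at about 50%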
# F508del corr = CFTR F508del correction in bronchial cells. CFBE cells, YFP halide quenching; stimulated with forskolin plus potentiator P3; % fluorescence drop versus neutral controls. activity (quench increase), % at 7.58 µM. hit rate 0.36% among 350,000;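 active means mean added fluorescence quench of at least 8% versus neutral control, with both replicates also reaching 8%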;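 further: cells transiently co-express mutant CFTR-F508del with the halide-sensitive YFP; corrector assay measuring rescue of mutant channel to the surface after 24 h compound exposure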
# The depositor's hits bear a star; i = inactive; . = no result given.
SMILES,RAD52 anneal inh,GSIS activator,XiGFP reactiv,ARNT TACC3 PPI,ERAP1 HTS inh,esBAF inh,RAD54 branch,F508del corr
O=C(CCS(=O)(=O)c1ccc(Cl)cc1)NCCC1=CCCCC1,-16,7,-0.1,-6,-2,-7,0,-2.6
CCN1C(=O)/C(=C\c2ccc(F)cc2)N=C1SCC(=O)NCc1ccco1,-17,6,0.0,20,4,.,-2,0.5
C[C@H](CO)N1C[C@H](C)[C@H](CN(C)C(=O)Nc2ccc3c(c2)OCO3)OCCCC[C@H](C)Oc2ccc(NC(=O)CCCCCC(=O)Nc3ccccc3N)cc2C1=O,-30,7,0.1,14,-1,9,3,0.2
O=C(NC1CCCCC1)C(c1ccncc1)N(Cc1ccc(F)cc1)C(=O)c1ccccn1 (centres undefined),-6,5,0.2,-4,.,-9,-6,2.1
Cc1nc2c(C(=O)N3CCOCC3)cnn2c(C)c1Cc1cccc(Cl)c1,-18,-3,.,.,-1,.,.,1.3
Cc1ccc(S(=O)(=O)Nc2ccc3c(c2)C(=O)N([C@@H](C)CO)C[C@@H](C)[C@H](CN(C)C(=O)Nc2ccc4c(c2)OCO4)OCCCC[C@@H](C)O3)cc1,-5,-36,0.3,4,1,2,3,0.4
COC1=CC(=Cc2c(N)n3nc(CC(=O)N4CCOCC4)sc3nc2=O)C=C(OC)C1=O,i,15,0.0,-1,1,-3,-149,1.6
COc1ccc(CCNc2oc(COc3ccc(Br)cc3)nc2C#N)cc1OC,-22,-16,0.1,19,2,-7,9,4.9
Cc1ccc(N2CC(C(=O)Nc3ccc4c(c3)OCCO4)CC2=O)cc1 (centres undefined),-3,-7,.,-8,-8,-11,0,-5.0
CCN(CC)CCN1CCN(c2cnc(C)cn2)CC1,-6,.,0.0,.,1,0,8,-1.1
CN(C)S(=O)(=O)c1cccc(COC(=O)c2ccc(Cl)cc2O)c1,-14,-56,.,4,.,.,.,0.1
O=C(COc1cccc(F)c1)Nc1nc(-c2ccccn2)cs1,-6,.,0.5,.,5,4,-5,-0.5
N#Cc1ccc(S(=O)(=O)N2CCCCC2c2cc(C(=O)Nc3cccc4c3CCCC4)no2)cc1 (centres undefined),-22,14,0.2,.,-1,6,-3,-0.8
Cc1ccc(Cn2ccc(=O)c(Cc3c(Cl)cccc3Cl)c2C)cc1,.,-9,.,-3,.,8,0,.
c1ccc(CN(Cc2cccs2)C(c2cccs2)c2nnnn2C2CCCC2)cc1 (centres undefined),.,-41,.,-7,.,-7,-6,.
O=C(COC(=O)CSc1ccc(F)cc1)NC1CC1,6,-9,-0.1,.,-1,-1,-2,1.8
COc1ccc(NC(=O)N(C)C[C@@H]2Oc3c(NC(=O)c4ccc(-c5nccs5)cc4)cccc3C(=O)N([C@@H](C)CO)C[C@@H]2C)cc1,-3,0,-0.8,-2,-2,5,2,1.6
COc1ccc2ccccc2c1/C=N\NC(=O)c1ccc(C)s1,-12,-1,0.4,-5,-1,-3,1,-0.4
CCCCn1c(N)c(N(CCOC)C(=O)CSCc2ccccc2C)c(=O)[nH]c1=O,-12,7,0.2,7,1,1,8,1.9
O=C(Nc1cccc(Cl)c1)c1cnc[nH]1,-20,16,0.1,-5,-3,58*,-5,0.5
C=CCc1cc(Cl)ccc1OCCNCCOC,-3,10,-0.1,.,-2,.,.,.
COc1ccc(-c2ccc3c(c2)c(Sc2ccccc2)c(-c2cc(OC)cc(OC)c2)n3C)cc1,-9,10,0.1,.,-1,.,.,0.7
COc1cccc(NC(=O)C2CCCN2S(=O)(=O)c2ccc3c(c2)C(C)(C)C(=O)N3C)c1 (centres undefined),-11,10,0.0,-11,5,3,4,-2.4
COc1ccc(C#Cc2cnc3c(c2)C(=O)N([C@@H](C)CO)C[C@H](C)[C@H](CN(C)CC2CC2)O3)cc1,42,-1,1.3,.,0,.,.,1.2
Cc1c(C(=O)NCc2ccc(Cl)c(Cl)c2)sc(=O)n1Cc1ccc(C(=O)N(C)C)cc1,-21,-40,0.9,.,.,-20,-19,-1.6
COc1ccccc1NC(=O)N[C@@H]1CC[C@@H](CCNS(=O)(=O)c2ccc(Cl)cc2)O[C@@H]1CO,6,-7,1.0,-10,8,-3,1,-6.2
Clc1cc2cccnc2c2ncccc12,-26,.,0.2,106*,-9,-23,35,4.4
CC(=O)c1ccc(NC(=O)CNCc2cccs2)cc1,-13,-11,0.0,-11,-3,54*,3,-1.4
CS(=O)(=O)N1N=C(c2ccco2)CC1c1ccc(Cl)cc1Cl (centres undefined),-9,-23,-0.1,1,-2,.,.,-2.4
C/C(=N\Nc1ccc(Cl)c(C(=O)O)c1)c1cccc2ccccc12,-25,8,0.2,-1,0,8,-18,-0.6
CCCCCNC(=O)C(c1ccncc1)n1c(=O)c(-c2ccccc2)nc2ccccc21 (centres undefined),1,3,0.2,.,-10,.,.,-3.0
O=C(NNC(=O)c1sccc1-n1cccc1)c1ccc(F)cc1,-6,-1,0.3,-2,-2,3,3,-1.7
COc1cc2c(cc1NC(=S)NC(=O)c1c(OC)cccc1OC)oc1ccccc12,-21,0,0.1,3,1,.,.,3.0
CC(C)COC(=O)N1C[C@H](O)C[C@H]1C(=O)Nc1ccc(Cl)cc1,-15,120*,0.3,16,-2,1,-4,-3.0
CCOC(=O)c1c(NC(=O)COC(=O)CCCOc2ccc(OC)cc2)sc(C(=O)N(C)C)c1C,-21,8,0.1,.,0,-6,-5,1.3
Cc1ccc(C)c(NS(=O)(=O)c2cc(C(=O)Nc3cccc(N(C)S(C)(=O)=O)c3)ccc2C)c1,.,-18,.,-8,.,-1,-3,.
CCCNC(=O)N[C@H]1C=C[C@H](CC(=O)NCCc2ccccc2)O[C@@H]1CO,-5,8,0.0,1,0,3,5,-3.2
CCCCC/C(=N\NC(=O)CCC(=O)NCc1ccccc1)c1ccccc1,-9,1,0.3,1,1,.,.,.
CC1CCN(C(=O)COC(=O)COc2ccccc2C#N)CC1,-16,-7,0.4,1,-3,-1,-13,0.9
C[C@@H]1CN([C@H](C)CO)C(=O)c2cc(NC(=O)Cn3cnnn3)ccc2O[C@H]1CN(C)C(=O)Nc1ccc2c(c1)OCO2,13,-4,0.2,.,1,3,3,-1.4
COCc1cc(N2CCNC[C@H]2C)ccc1N1CCN(Cc2ccccc2)[C@@H](C)C1,28,.,0.6,.,4,.,.,-0.9
COc1ccc2c3c(n(C)c2c1)[C@H](CO)N(C(=O)Cc1ccccn1)CC31CCN(CC2CCCCC2)CC1,-4,0,0.1,.,1,.,.,-1.6
c1ccc(Nc2nc(N3CCCC3)nc(N3CCCC3)n2)cc1,-9,.,.,-15,5,-11,4,-0.3
CCC(=O)n1nc(-c2ccccc2)nc1N,.,7,.,-7,.,1,-2,.
COc1ccc(CN2C(=O)CCCC2(C)c2nc3ccccc3[nH]2)cc1 (centres undefined),-10,-3,0.0,.,.,.,.,1.4
Cc1ccc(C(=O)CCC(=O)OCC(=O)N(CC(C)C)c2c(N)n(Cc3ccccc3)c(=O)[nH]c2=O)cc1,-20,-9,0.6,-2,2,-2,-2,3.1
O=C(O)CCCNC(=O)/C(=C\c1ccc(Cl)cc1)NC(=O)c1ccc(Br)cc1,-8,-25,0.0,1,-3,-4,.,-0.9
Nc1ccn(C2OC(COC(=O)C34CC5CC(CC(C5)C3)C4)C(O)C2O)c(=O)n1 (centres undefined),-1,.,0.0,-4,-4,.,.,4.7
COc1ccc(C(=O)/C=C(\N)C(F)(F)F)c(O)c1,.,1,.,-3,.,6,6,.
CCOc1ccc(N2C(=O)CC(Sc3ccccc3C(=O)O)C2=O)c([N+](=O)[O-])c1 (centres undefined),-4,3,0.1,-12,0,.,.,1.4
CN(C)S(=O)(=O)n1cc(/C=C(\NC(=O)c2ccccc2)C(=O)N2CCOCC2)c2ccccc21,-8,-10,-0.1,-2,-5,-2,-2,-0.8
CCCC1=Nc2cc(C(=O)N3CCN(c4ccccn4)CC3)ccc2Sc2ccc(C)cc21,-27,29,0.0,2,-1,0,13,-2.9
CC(C)c1ccc(Nc2nc(CC(=O)O)cs2)cc1,-18,-4,0.2,-5,-2,.,.,-2.1
Cc1cccc(N2O[C@H]3C=CC2CCCC3)n1,-36,37,0.0,1,-2,57*,-3,-1.8
NC1=NC(=Nc2ccc(Cl)cc2)c2ccccc21,11,0,0.1,0,9,.,-8,-2.7
O=C(NCC1CCCO1)C12CN(Cc3ccccc3)CC1C(c1cccc([N+](=O)[O-])c1)=NO2 (centres undefined),0,-9,0.0,6,-3,5,-1,1.8
CCC(=O)N1CC2(C1)[C@H](c1ccccc1)[C@@H](CO)N2Cc1ccccc1F,-12,10,-0.1,.,2,.,.,1.2
COC(=O)c1ccccc1NC(=O)Cn1nnc(-c2ccc(OC)cc2)n1,.,-32,.,-8,.,2,10,.
CCCC(=O)NC(=S)Nc1cccc(NC(=O)c2ccc(Cl)cc2Cl)c1,.,-24,.,2,.,13,7,.
CCN(CC)CC(=O)c1c(N)n(Cc2ccccc2)c(=O)n(C)c1=O,1,0,0.1,-6,0,.,.,0.2

# A second format for 3 compounds above:
# The line under a structure holds: RAD52 anneal inh | GSIS activator | XiGFP reactiv | ARNT TACC3 PPI | ERAP1 HTS inh | esBAF inh | RAD54 branch | F508del corr
COC(=O)c1ccccc1NC(=O)Cn1nnc(-c2ccc(OC)cc2)n1
→ . | -32 | . | -8 | . | 2 | 10 | .
CCCC(=O)NC(=S)Nc1cccc(NC(=O)c2ccc(Cl)cc2Cl)c1
→ . | -24 | . | 2 | . | 13 | 7 | .
CCN(CC)CC(=O)c1c(N)n(Cc2ccccc2)c(=O)n(C)c1=O
→ 1 | 0 | 0.1 | -6 | 0 | . | . | 0.2

# Continuation.
SMILES,RAD52 anneal inh,GSIS activator,XiGFP reactiv,ARNT TACC3 PPI,ERAP1 HTS inh,esBAF inh,RAD54 branch,F508del corr
O=C(C[C@H]1C=C[C@H](NC(=O)NC2CCCCC2)[C@H](CO)O1)NCc1ccc(Cl)cc1,0,1,0.0,-11,-3,-5,1,0.0
Cc1ccc(F)cc1CNC(=O)C1CCC(=O)N(CCCN2CCCC2=O)C1 (centres undefined),-10,17,0.2,-7,-2,9,3,1.0
CC1=C(C(=O)OCC2CCCO2)C(c2ccc(Cl)c(Cl)c2)NC(=O)N1 (centres undefined),-7,-11,0.0,.,9,.,-4,-0.6
Cc1ccc(C(=O)NCCNc2ncc(C(F)(F)F)cc2Cl)cc1[N+](=O)[O-],-12,-39,0.1,12,-1,-4,9,1.9
CCC(=O)Nc1ccc2c(c1)C(=O)N(C)C[C@@H](OC)[C@H](C)CN(C(=O)COC)[C@@H](C)CO2,-11,17,1.1,-16,0,9,-9,-1.8
CC(=O)c1ccc(NC(=O)/C(Cl)=C/c2ccccc2)cc1,-21,0,0.2,1,4,.,.,-1.5
COc1ccc(S(=O)(=O)N(C)C[C@@H]2Oc3c(NC(=O)CCCCCC(=O)Nc4ccccc4N)cccc3C(=O)N([C@H](C)CO)C[C@@H]2C)cc1,5,-4,0.0,.,-2,.,.,-0.3
COc1ccccc1-c1noc(-c2ccccc2C(=O)NCc2ccco2)n1,-15,-34,-0.1,2,-3,10,2,2.9
CCOc1ccc(S(=O)(=O)NCCC(=O)OCC(=O)NC(=O)c2cccn2C)cc1,-52,.,0.3,-5,3,-1,-15,0.4
O=C(Nc1cc(F)ccc1F)N1CCCCN2[C@H](CO)[C@H](c3ccc(-c4ccccc4)cc3)[C@H]2C1,3,-18,-0.1,13,-2,.,4,-4.3
COc1cccc(C(C(=O)NC2CCCCC2)N(C(=O)c2ccccn2)c2cccnc2)c1 (centres undefined),-7,-11,0.0,-29,-5,.,.,-0.2
COc1ccccc1C(=O)N1CCC(C(=O)c2ccc(F)cc2)CC1,.,4,.,-7,.,-5,-3,.
O=C(Nc1ccc(Cl)cc1)C1CCCC1,5,-2,0.4,-6,-1,3,2,-2.0
